LYPLA1 counter: LYPLA1 (human) inhibition in PME1 counter-screen | recombinant LYPLA1, FP-Rh probe fluorescence polarization | inhibition, % at 5.9 µM | hit rate 0.16% among 320,000 | AID 2174;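 active = inhibition above the mean of all tested compounds plus 3 SD, set per campaign, cut at about 14% in these data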;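 also: inhibitors block serine hydrolase probe labeling of LYPLA1 so polarization falls; 0% = enzyme with DMSO and 100% = wells lacking LYPLA1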
Target sequence (O75608 whole entry, looked up): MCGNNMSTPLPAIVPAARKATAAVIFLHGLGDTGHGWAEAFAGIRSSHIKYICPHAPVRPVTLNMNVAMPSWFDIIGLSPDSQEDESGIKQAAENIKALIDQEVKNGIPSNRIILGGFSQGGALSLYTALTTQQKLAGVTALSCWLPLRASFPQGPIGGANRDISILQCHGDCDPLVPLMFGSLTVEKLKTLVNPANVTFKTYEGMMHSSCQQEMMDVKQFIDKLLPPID
PAFAH1B3 inh: PAFAH1B3 (human) inhibition. inhibition, % at 3.39 µM. hit rate 0.28% among 340,000. recombinant PAFAH1B3, FP-rhodamine probe, fluorescence polarization. AID 492972;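 active = inhibition above the screen-wide average of all tested compounds plus 3 SD, cut at about 25% in these data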;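 also: 0% = enzyme with DMSO only and 100% = wells lacking PAFAH1B3 protein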
pPAFAH inh: pPAFAH (human) enzyme inhibition; Q13093; hit rate 1.5% among 330,000; recombinant pPAFAH, FP-rhodamine probe fluorescence polarization; inhibition, % at 3.39 µM;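 active = inhibition above the mean inhibition across the screen plus 3 SD, cut at about 25% in these data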;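 also: inhibitors block binding of the rhodamine activity-based probe so polarization drops; 0% = enzyme with DMSO and 100% = wells lacking pPAFAH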
GSTO1 inh: counter-screen for RBBP9 inhibitors: inhibitors of human GSTO1. AID 1974. P78417. recombinant GSTO1, activity-based probe fluorescence polarization. inhibition, % at 5.96 µM. hit rate 1.1% among 300,000;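 active = inhibition above the campaign mean inhibition plus 3 SD, cut at about 35% in these data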;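 also: 0% = GSTO1-1 with DMSO and 100% = wells lacking GSTO1-1 enzyme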
PREPL inh: inhibits the human prolyl oligopeptidase-like enzyme. hit rate 0.68% among 320,000. inhibition, % at 5.96 µM. Q4J6C6. recombinant PREPL, fluorescence polarization activity-based probe; in the data active = inhibition above about 43%;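 also: 0% = enzyme with DMSO and 100% = wells lacking enzyme; many of its hits are not listed in these tables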
Target sequence (Q4J6C6 whole entry, looked up): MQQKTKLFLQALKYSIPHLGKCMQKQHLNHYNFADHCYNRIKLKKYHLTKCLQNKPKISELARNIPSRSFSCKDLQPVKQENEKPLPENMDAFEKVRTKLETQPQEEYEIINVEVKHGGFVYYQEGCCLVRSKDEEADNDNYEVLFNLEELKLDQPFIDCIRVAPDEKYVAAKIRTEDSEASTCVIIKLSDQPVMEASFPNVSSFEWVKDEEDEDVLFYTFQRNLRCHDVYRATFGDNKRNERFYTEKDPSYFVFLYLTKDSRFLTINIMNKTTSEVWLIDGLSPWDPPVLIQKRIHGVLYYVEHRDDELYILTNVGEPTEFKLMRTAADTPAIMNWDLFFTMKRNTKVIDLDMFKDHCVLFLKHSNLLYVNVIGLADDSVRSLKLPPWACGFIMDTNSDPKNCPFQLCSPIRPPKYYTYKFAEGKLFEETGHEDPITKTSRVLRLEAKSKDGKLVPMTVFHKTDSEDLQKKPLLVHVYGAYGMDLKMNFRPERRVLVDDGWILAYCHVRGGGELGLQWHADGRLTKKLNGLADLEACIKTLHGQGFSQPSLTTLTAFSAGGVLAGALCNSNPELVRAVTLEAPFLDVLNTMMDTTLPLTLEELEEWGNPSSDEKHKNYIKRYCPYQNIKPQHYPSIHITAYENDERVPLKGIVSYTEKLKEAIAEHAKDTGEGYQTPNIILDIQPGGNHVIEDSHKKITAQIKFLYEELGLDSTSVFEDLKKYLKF
LYPLA2 counter: blocks human lysophospholipase 2, a PME1 counter-screen. O95372. recombinant LYPLA2, FP-Rh probe fluorescence polarization. inhibition, % at 5.9 µM. hit rate 0.38% among 320,000. AID 2177;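 active = inhibition above the screen-wide mean plus 3 SD, limit set per campaign, cut at about 26% in these data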;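 also: 0% = LYPLA2 with DMSO and 100% = wells lacking LYPLA2 enzyme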
PAFAH1B2 FP inh: PAFAH1B2 (human) inhibition; P68402; hit rate 1.2% among 340,000; recombinant PAFAH1B2, FP-rhodamine activity probe, fluorescence polarization; inhibition, % at 3.39 µM;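 active = inhibition above the mean of all tested compounds plus 3 SD, cut at about 24% in these data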;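 also: 0% = enzyme with DMSO and 100% = wells lacking PAFAH1B2; many of its hits are not listed in these tables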
PME-1 inh: PME-1 (human) inhibition; recombinant PME-1, FP-Rh probe fluorescence polarization; inhibition, % at 5.9 µM; hit rate 0.53% among 320,000; AID 2130;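 active = inhibition above the campaign mean of all compounds plus 3 SD, cut at about 26% in these data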;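 also: competitive labeling of PME-1 active site by serine hydrolase directed probe; 0% = PME-1 with DMSO and 100% = wells lacking PME-1 enzyme; inhibitors block probe labeling so polarization falls and inhibition rises; many of its hits are not listed in these tables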
PAD4 inh: inhibitors of human PAD4; AID 485272; hit rate 0.41% among 330,000; recombinant PAD4, RCA probe fluorescence polarization; inhibition, % at 6.36 µM;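 active = percent inhibition above a cutoff equal to the mean of all tested compounds plus 3 SD, cut at about 15% in these data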;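 also: 0% = PAD4 with RCA probe and DMSO and 100% = probe without PAD4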
* hit, by the source's call; · = not tested or not shown.

Each structure is followed by: LYPLA2 counter	GSTO1 inh	PAD4 inh	PAFAH1B3 inh	PREPL inh	LYPLA1 counter	pPAFAH inh	PAFAH1B2 FP inh	PME-1 inh
> O=C(Nc1ccccc1)Nc1ccc(Cl)nc1Cl
  13	-10	-1	10	-8	-4	0	5	-1
> CC(=O)Nc1ccc(NC(=O)CSc2nc(N)c(NC(=O)c3ccco3)c(=O)[nH]2)cc1
  -4	29	0	-1	7	2	2	-2	-5
> COc1ccc(/C=C2/N=C3CCCCCN3C2=O)cc1OC
  5	-1	-2	6	11	5	2	-1	10
> O=S(=O)(NC1CCCc2ccccc21)c1cnc[nH]1 (configuration not stated)
  -7	9	-3	2	-7	-2	2	1	-6
> CCc1nnc(NC(=O)C2CCN(c3ncnc4sc(C)c(C)c34)CC2)s1
  9	·	3	3	-5	4	1	-2	4
> CC(C)C(NC(=O)C12CC3CC(CC(C3)C1)C2)C(=O)N/N=C/C1=C(N2CCOCC2)C(=C\c2ccc([N+](=O)[O-])cc2)/CC1 (configuration not stated)
  2	2	-3	3	8	3	5	6	-1
> CCOc1ccc(-c2cc(C(=O)NCCCn3ccnc3)c3ccccc3n2)cc1
  -3	1	-3	9	0	1	4	-1	2
> Cc1ccc(C)c(C(=O)Cn2ncc(Cl)c(Cl)c2=O)c1
  3	24	0	9	19	-1	4	7	-1
> CCN1CCN(c2ncnc3c2nnn3Cc2ccccc2)CC1
  5	4	3	-1	13	1	1	2	2
> CCN(CC)c1ccc(C=Nc2ccc(OC)c(S(=O)(=O)N3CCOCC3)c2)c(O)c1
  -1	·	-2	5	14	-2	2	7	3
> CCN1CCCC1CNC(=O)COc1cc(=O)n(C)c2ccccc12 (configuration not stated)
  8	5	1	-1	2	1	3	4	-2
> O=C(CSc1nnc2n(C3CCCC3)c(=O)c3ccccc3n12)N1CCCCCC1
  0	-2	1	0	11	-2	10	1	-1
> C[C@@H]1CCCCCCCCC(=O)OCCN(C(=O)OC(C)(C)C)[C@H](C)CCCCCCCCC(=O)OCCN(C(=O)OC(C)(C)C)[C@H](C)CCCCCCCCC(=O)OCCN(C(=O)OC(C)(C)C)[C@H](C)CCCCCCCCC(=O)OCCN1C(=O)OC(C)(C)C
  ·	·	-3	8	12	·	-1	8	·
> CCOc1ccc(/C=C(\C(=O)O)c2ccc(S(=O)(=O)N3CCOCC3)s2)cc1OC
  3	1	1	-7	-6	-4	5	5	-6
> CCOc1ccc(S(=O)(=O)NCCC(=O)N(CC)CC(=O)Nc2c(F)cccc2F)cc1
  3	11	-2	3	-9	1	1	4	0
> C/C(CC(=O)Nc1ccc(Cl)cc1Cl)=N\NC(=O)C(=O)N1CCCC1
  8	4	-7	15	6	-2	7	1	-3
> Cc1cccc(C(=O)OCc2cc3ccccc3[nH]c2=O)c1
  -2	3	0	-2	-4	-2	-3	2	-7
> Cc1cc(C(=O)OCC(=O)Nc2c(Cl)cccc2C(F)(F)F)c(C)o1
  2	1	-5	10	15	1	5	-1	-3
> Cc1cccc(NC(=O)c2cc(-c3cc(C)c(C)cc3O)n[nH]2)c1
  7	-7	3	12	-2	0	-1	5	-4
> COc1cccc(N2CCN(C(=O)c3ccc4nc(N5CCC(C)CC5)sc4c3)CC2)c1
  1	12	-2	·	13	-2	6	·	4
> CCN(Cc1ccccc1)C1CCN(Cc2ccccc2)CC1
  -3	5	2	4	6	-2	-8	4	-9
> COc1cc(OC)c(OC)cc1/C=C1\Oc2cc(OCC(=O)N3Cc4ccccc4C[C@H]3C(=O)O)ccc2C1=O
  -6	-74	3	6	29	25*	37*	4	-12
> Cc1ccc(S(=O)(=O)NC2CCCCCC2)cc1
  ·	·	-2	9	-2	·	10	12	·
> CC1(C)Cc2c(c(N3CCCC3)[nH]c(=S)c2C#N)CO1
  4	15	1	·	12	3	-3	·	-6
> CN(c1ccccc1)S(=O)(=O)c1cccc(NC(=O)CN2CCc3ccccc3C2)c1
  -9	-3	-1	10	-2	-3	11	2	1
> CCOc1ccccc1OCCOc1ccccc1CC
  2	4	-8	-2	28	1	6	-1	-2
> COc1ccc(-c2cccc(C3CC=CC4C3C(=O)N(Cc3ccccc3)C4c3ccc(C(F)(F)F)cc3)c2)cc1 (configuration not stated)
  4	3	0	9	-7	2	2	0	-4
> Cc1cc(C)c2[nH]c(=O)c(C(c3nnnn3Cc3ccc4c(c3)OCO4)N3CCCCC3)cc2c1 (configuration not stated)
  7	0	-2	7	9	4	4	7	-2
> N#C/C(C(=O)Oc1ccccc1)=C1\C=CC=CN1
  -1	7	0	3	2	1	-3	-1	2
> COc1cccc(CNn2cn[nH]c2=S)c1OCc1ccccc1
  0	-1	2	-8	12	0	0	0	8
> Cc1cc(C(=O)CSc2cccc[n+]2[O-])c(C)n1-c1ccc(OC(F)F)cc1
  -1	9	1	5	-4	-1	31*	2	-2
> Fc1ccc(NC(=S)Nc2ccccc2Cl)cc1
  2	2	-2	-2	-2	-1	3	5	5
> CCC(=O)Oc1ccc(-c2cnc3ccccc3n2)cc1
  2	0	20*	13	12	-3	-2	-1	-3
> CC(=O)Nc1cccc(NC(=S)Nc2ccc(F)c(Cl)c2)c1
  5	9	-4	1	13	-4	2	-1	-2
> Cc1ccc(S(=O)(=O)NCC(c2ccc3c(c2)OCO3)N2CCN(c3ccccc3)CC2)cc1 (configuration not stated)
  2	-9	1	1	-18	-3	0	1	0
> COc1cc2c(-c3ccc4cc[nH]c4c3)c(-c3ccsc3)oc(=O)c2cc1OC
  -14	·	1	2	19	-12	-2	6	-1
> Cc1cccc(C)c1NS(=O)(=O)c1cc2c3c(c1)CC(=O)N3CCC2
  10	11	0	8	-7	0	12	2	-2
> Cc1cc(N2C(=O)C(=O)/C(=C(/O)c3ccccc3)C2c2cccc(Br)c2)no1 (configuration not stated)
  -2	0	1	0	1	1	1	1	0
> CSCCCNC(=S)Nc1ccc(N2CCOCC2)cc1
  2	4	-3	1	15	4	2	1	-2
> CCOc1ccc(N(C)S(=O)(=O)c2ccc(C)c(C(=O)OCC(=O)c3c[nH]c4ccccc34)c2)cc1
  -26	0	5	-72	2	-15	7	-34	-21
> O=C1CN(C(=O)COC(=O)c2ccc[n+]([O-])c2)c2ccccc2N1
  -1	5	-1	2	-4	1	-1	1	-1
> CC(=O)c1ccc(OCCCC(=O)N2CCN(S(=O)(=O)c3ccc(C(C)C)cc3)CC2)cc1
  10	-3	-1	6	-5	2	1	0	14
> Cc1ccc(CNC(=O)CC(NC(=O)c2ccccc2)c2ccccc2)cc1 (configuration not stated)
  -9	·	-2	0	4	-2	-4	0	1
> Clc1ccccc1Cc1noc(CN2CCCCC2CCc2ccccn2)n1 (configuration not stated)
  1	1	-4	9	21	0	-1	-3	2
> COC(=O)C1=CN(Cc2cccs2)C=C(C(=O)OC)C1c1ccc(OC)cc1OC
  -1	9	-5	1	-1	-1	-1	4	-3
> O=C(NC1CCCN(c2ccc(C(F)(F)F)cn2)C1)c1ccncc1 (configuration not stated)
  2	0	3	-4	2	1	7	3	0
> CC(C)COc1ccc(CNC(=S)N/N=C/c2ccc([N+](=O)[O-])cc2)cc1
  11	5	0	7	-5	7	0	1	5
> CCc1ccc2oc(=O)cc(CN3CCC(C)CC3)c2c1
  5	2	-5	1	-9	-2	0	9	-7
> CCOC(=O)C1=C(COC(=O)/C=C/c2ccccc2Cl)NC(=O)NC1C (configuration not stated)
  3	4	-1	-2	-13	-6	6	3	5
> CC(C)c1ccc(N(CCc2ccccn2)C(=O)C(C)(C)C)cc1
  -4	-2	1	10	5	2	3	4	6
> CCOc1ccc(-c2nc(N)nc(C)c2-c2ccc(OC)c(OC)c2)c(O)c1
  -3	0	-8	4	14	-1	7	2	5
> O=C(CN1C(=O)NC2(CCCCC2)C1=O)N1CCN(C(=O)c2cccs2)CC1
  5	·	4	4	1	6	2	5	3
> CCN(CC)CCN(C(=O)c1ccc(C(=O)c2ccccc2)cc1)c1nc2ccc(OC)cc2s1
  0	6	1	3	20	-2	1	-1	1
> CCC(=O)Nc1c(S(=O)(=O)c2ccccc2)c2nc3ccccc3nc2n1C(C)c1ccccc1 (configuration not stated)
  -8	-4	-1	-1	8	-5	9	1	-7
> COCc1ccc(C(=O)N2CCCCC2C(=O)Nc2ccc(-n3nc(C)cc3C)cc2)o1 (configuration not stated)
  -2	0	2	6	-1	1	-6	12	4
> C/C(=N\NC(=O)C(=O)Nc1c(C)n(C)n(-c2ccccc2)c1=O)c1ccc(Cl)s1
  -3	1	-5	7	-3	-2	1	3	-2
> Clc1nc2nc3n(c2nc1Cl)CCC3
  3	-1	1	-4	0	-2	3	8	0
> Cc1ccc(C)c(NS(=O)(=O)c2ccc(-c3coc(C)n3)cc2)c1
  5	-6	3	4	7	5	13	-4	-5

Four compounds drawn at random from the list so far:
Each structure is followed by: LYPLA2 counter	GSTO1 inh	PAD4 inh	PAFAH1B3 inh	PREPL inh	LYPLA1 counter	pPAFAH inh	PAFAH1B2 FP inh	PME-1 inh
> O=C(CN1C(=O)NC2(CCCCC2)C1=O)N1CCN(C(=O)c2cccs2)CC1
  5	·	4	4	1	6	2	5	3
> CCc1ccc2oc(=O)cc(CN3CCC(C)CC3)c2c1
  5	2	-5	1	-9	-2	0	9	-7
> CC(C)c1ccc(N(CCc2ccccn2)C(=O)C(C)(C)C)cc1
  -4	-2	1	10	5	2	3	4	6
> O=C1CN(C(=O)COC(=O)c2ccc[n+]([O-])c2)c2ccccc2N1
  -1	5	-1	2	-4	1	-1	1	-1

Screens as filed in PubChem BioAssay.

Some of the compounds tested; the hit share may differ from the screen's.
